# High-throughput results (PubChem BioAssay)
# NOD1 inhibition: inhibition of NOD1-driven NF-kB reporter – cell-based, luminescence, uHTS, primary screen (AID 1578); inhibition, % at 4 µM; hits with a dose series show EC50 in µM; NOD1-driven NF-kB luciferase reporter cells, luminescence; higher % means a stronger effect; 290,000 compounds, 1% hits; in the data active = inhibition mostly above about 36%, no sharp cut-off; inactive = mostly below about 34%;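 note: HEK-293T reporter cells stimulated with the NOD1 agonist gamma-tri-DAP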
# KOR beta-arrestin-1: kappa opioid receptor activators – cell-based, luminescence, uHTS, primary screen (AID 1777) | KOR beta-arrestin recruitment, luminescence; higher % means a stronger effect | one-dose activation, % at 10 µM; EC50 in µM for titrated hits | 280,000 compounds, 0.02% hits; in the data active = activation above about 50%, passing the limit was not always enough; note: a part of the inactive calls stands beside numbers as strong as those of hits
# HIV fusion peptide: cell-free HIV fusion peptide-binding blockers – biochemical, uHTS, fluorescence dequenching, primary screen (AID 1986) | 290,000 compounds, 0.3% hits | cell-free peptide binding, fluorescence dequenching, 30 min; higher % means a stronger effect | inhibition, % at 20 µM; hits with a dose series show IC50 in µM; in the data active = inhibition mostly above about 52%, no sharp cut-off; inactive = mostly below about 76%; note: some results filed as inactive read as strong as hits
# Siah-1 displacement: blockers of Siah-1 interaction with plectin peptide – biochemical, fluorescence polarization, rhodamine-plectin, uHTS, primary screen (AID 1817); 290,000 compounds, 0.02% hits; Siah-1 / rhodamine-plectin peptide fluorescence polarization; higher % means a stronger effect; one-dose displacement, % at 20 µM; IC50 in µM for titrated hits;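 active = displacement of at least 50% at 20 µM, with a fluorescence ratio check between 0.3 and a set limit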;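 note: plate controls were Siah plus tracer with DMSO for no effect and tracer alone without Siah for full effect; strong numbers were not always called active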
# Myeloid diff 2: myeloid differentiation induction; calls only at 10 µM; AID 624256; 360,000 compounds, 1% hits; ER-HoxA9 myeloid progenitors, lysozyme-GFP differentiation, flow cytometry;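 active = normalized GFP-positive differentiation at or above the plate's own cutoff, the solvent-only control mean plus 3 SD; inconclusive = no clear call, values can overlap the other calls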;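 note: cells exposed to compound for four days before flow analysis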
# HEK293 NOD2/NF-kB: NOD2 signaling inhibitors, cell-based, luminescence, uHTS, HEK293 (AID 1566); HEK293 NOD2/NF-kB luciferase reporter, luminescence; higher % means a stronger effect; inhibition, % at 4 µM, or EC50 in µM where a hit was titrated; 290,000 compounds, 0.63% hits; note: many of its hits are not listed in these tables
# KOR beta-arrestin-2: KOR antagonists, beta-arrestin recruitment, cell-based, luminescence, uHTS (AID 1778); KOR beta-arrestin recruitment, luminescence, antagonist mode; higher % means a stronger effect; inhibition, % at 10 µM, or IC50 in µM where a hit was titrated; 290,000 compounds, 0.091% hits; note: strong numbers were not always called active
# Salmonella PhoP GFP: inhibitors of PhoP regulon expression, primary screen, Salmonella Typhimurium, GFP reporter (AID 1863). 300,000 compounds, 0.16% hits. S. Typhimurium PhoP-regulated promoter GFP reporter, 4 h; higher % means a stronger effect. inhibition, % at 50 µM, or IC50 in µM where a hit was titrated;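 active = inhibition over 29.93%, a cutoff 3 SD above the screen mean, later confirmed by dose response; inconclusive = inhibition over 29.93% but no dose response follow-up; inactive = inhibition at most 29.93% or unconfirmed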;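 note: 0% = low Mg2+ inducing control and 100% = high Mg2+ repressing control; strong numbers were not always called active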
# LYP inhibition: PTPN22 lymphoid phosphatase activity blockers – biochemical, fluorescence intensity, uHTS (AID 1779); recombinant LYP phosphatase, fluorescence intensity; higher % means a stronger effect; inhibition, % at 11.5 µM; hits with a dose series show IC50 in µM; 290,000 compounds, 0.054% hits;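 note: plate controls were vehicle with enzyme for no effect and no enzyme for full effect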
# Myeloid diff 2 GFP+ MAC1+ %: second read-out of Myeloid diff 2, no call of its own (marks repeat the call); GFP+ MAC1+ double positive, %; measured here: differentiation confirmed by MAC1 staining
# * hit, by the source's call; i = inactive; u = inconclusive; x = no result given; [ ] = dose if it differs, or a comment. Cut-off read from the data, not from the text of the source, unless noted: active = inhibition above about 50%; inactive = the rest.
SMILES,NOD1 inhibition,KOR beta-arrestin-1,HIV fusion peptide,Siah-1 displacement,Myeloid diff 2,Myeloid diff 2 GFP+ MAC1+ %,HEK293 NOD2/NF-kB,KOR beta-arrestin-2,Salmonella PhoP GFP,LYP inhibition
Cc1ccc(O)c(-c2cc(-c3ccccc3F)[nH]n2)c1,-19.7%,2.6%,-4.9%,1.2%,i,0.8,-15.4%,-18.1%,14.3%,-6.0%
O=C(Cc1c(F)cccc1Cl)Nc1ccncc1,-21.5%,-6.0%,-2.6%,11.3%,i,6.4,3.0%,23.6%,6.5%,-2.5%
COc1ccc(F)c(CN2CCN(CCc3ccccc3)C(CCO)C2)c1 (stereo not drawn),-19.1%,-5.8%,-0.3%,2.4%,i,0.2,-1.1%,-11.6%[20 µM],-5.6%,-2.7%
Cc1ccc(S(=O)(=O)NC2=NCN(CC(=O)O)CN2)cc1,10.0%,-3.9%,0.0%,11.0%,i,1.1,1.1%,-11.6%,4.5%,-11.3%
Cc1cccc(NC(=S)NCc2ccc3c(c2)OCO3)c1C,12.7%,6.3%,1.6%,8.3%,i,0.9,16.9%,-15.3%,-1.5%,-3.1%
O=C(COc1cccc(C(F)(F)F)c1)Nc1ccc2[nH]ncc2c1,-15.9%,2.9%,-1.6%,-0.8%,i,1.2,2.7%,-22.4%,4.7%,-10.4%
CCOCCCNC(=O)c1ccc(OC)c(OC2CCN(C(C)C)CC2)c1,37.5%,1.7%,0.6%,-4.3%,i,0.6,12.8%,-53.8%[20 µM],-6.6%,-7.0%
Cc1cc2occ(CC(=O)Nc3nccs3)c2cc1C(C)C,-14.8%,-2.3%,0.7%,5.5%,i,5.9,15.4%,16.6%,-0.8%,-5.6%
COC(=O)c1c(NC(=O)CCS(=O)(=O)c2ccccc2)sc2c1CCN(C)C2,-10.9%,0.2%,2.3%,-2.8%,i,0.7,18.0%,25.3%,-4.6%,-6.8%
FC(F)(F)c1ccc(/C=N/NC(=S)NC2CCCCC2)cc1,-19.8%,-0.2%,-1.7%,0.9%,i,0.1,3.8%,9.9%,-7.8%,-4.2%
CCOC(=O)c1ccc(N2C(=O)C3CC=C(C)CC3C2=O)cc1 (stereo not drawn),-22.0%,6.7%,-1.7%,2.5%,i,1.2,12.9%,-20.2%,-10.6%,-0.7%
CCOC(=O)c1[nH]c2ccc(OC)cc2c1NC(=O)CN1CCc2ccccc2C1,38.4%,2.7%,-4.0%,0.1%,i,0.9,23.3%,-13.8%,4.9%,-9.1%

# Molecules shown so far containing an aryl methoxy group:
SMILES,NOD1 inhibition,KOR beta-arrestin-1,HIV fusion peptide,Siah-1 displacement,Myeloid diff 2,Myeloid diff 2 GFP+ MAC1+ %,HEK293 NOD2/NF-kB,KOR beta-arrestin-2,Salmonella PhoP GFP,LYP inhibition
COc1ccc(F)c(CN2CCN(CCc3ccccc3)C(CCO)C2)c1 (stereo not drawn),-19.1%,-5.8%,-0.3%,2.4%,i,0.2,-1.1%,-11.6%[20 µM],-5.6%,-2.7%
CCOCCCNC(=O)c1ccc(OC)c(OC2CCN(C(C)C)CC2)c1,37.5%,1.7%,0.6%,-4.3%,i,0.6,12.8%,-53.8%[20 µM],-6.6%,-7.0%
CCOC(=O)c1[nH]c2ccc(OC)cc2c1NC(=O)CN1CCc2ccccc2C1,38.4%,2.7%,-4.0%,0.1%,i,0.9,23.3%,-13.8%,4.9%,-9.1%

# (next part)
SMILES,NOD1 inhibition,KOR beta-arrestin-1,HIV fusion peptide,Siah-1 displacement,Myeloid diff 2,Myeloid diff 2 GFP+ MAC1+ %,HEK293 NOD2/NF-kB,KOR beta-arrestin-2,Salmonella PhoP GFP,LYP inhibition
CCN1C(=O)c2ccc(-c3nc4ccccc4c(=O)o3)cc2C1=O,-2.8%,-1.6%,1.4%,5.4%,i,2.5,21.1%,-26.1%,-8.6%,-2.1%
Cc1cccc(NC(=O)C2CCN(C(=O)c3ccco3)CC2)c1C,-26.4%,6.4%,0.3%,0.4%,i,0.8,-13.8%,-5.9%,-4.0%,-10.1%
CCc1nc(NCCC(C)C)c2nnn(Cc3ccccc3)c2n1,-6.0%,1.4%,1.3%,4.5%,i,0.0,11.8%,13.4%,-7.2%,-5.1%
CSCCC(NC(=O)c1cccc([N+](=O)[O-])c1)c1nc2ccccc2[nH]1 (stereo not drawn),-42.2%,7.5%,0.1%,-2.6%,i,0.6,-8.8%,42.5%,19.3%,-4.0%
NC1=NC2(CCC(c3ccccc3)CC2)n2c(nc3ccccc32)N1 (stereo not drawn),-15.4%,1.6%,2.0%,2.5%,i,0.4,4.1%,19.4%,26.5%,-6.1%
O=C(Nc1sc2c(c1C(=O)c1ccccc1)CCCC2)c1cccnc1,14.0%,8.1%,-0.5%,7.0%,i,0.6,22.6%,6.4%,-17.8%,-1.0%
CCN1CCN(c2nc3c(c(=O)n(C)c(=O)n3C)n2Cc2cccc3ccccc23)CC1,-7.8%,-5.7%,1.2%,10.9%,i,5.0,20.9%,20.5%,-1.0%,-2.3%
O=C(N/N=C/c1cccc(OC(=O)c2ccccc2Cl)c1)c1cccnc1,-32.1%,2.5%,1.2%,7.0%,i,1.8,-2.3%,-22.3%,-1.2%,-5.7%
CC(C)Nc1nc(NC(C)C)nc(Nn2cnnc2)n1,-27.5%,-6.5%,-0.8%,7.9%,i,0.3,-3.6%,-22.3%[20 µM],6.5%,-4.8%
Cc1ccc(S[C@@H](CCN2CC[C@H](O)CCC2=O)c2ccccc2)cc1,-12.3%,-1.7%,1.6%,6.2%,i,2.5,-8.5%,-27.5%[20 µM],-0.5%,-7.4%
Cc1cccc2cc(C(c3nnnn3CC3CCCO3)N3CCCc4ccccc43)c(=O)[nH]c12 (stereo not drawn),-11.1%,-8.1%,0.9%,13.7%,i,1.7,4.5%,3.1%,-10.5%,-3.0%
Cc1cc(C(=O)N2CCN(c3ccc([N+](=O)[O-])cc3)CC2)c(C)o1,-33.5%,-2.6%,-1.4%,-0.5%,i,0.7,14.7%,17.3%,-2.2%,-5.9%
CC(=O)c1cccc(N(C(=O)CS(=O)CC(=O)Nc2ccc(F)cc2)C(C(=O)NC2CCCCC2)c2ccc(C)o2)c1 (stereo not drawn),-20.0%,-2.4%,0.7%,10.2%,i,0.4,20.0%,-7.0%,-1.2%,2.6%
CCOC(=O)C1CCCN(C(=O)/C=C/c2cccc([N+](=O)[O-])c2)C1 (stereo not drawn),-49.0%,5.5%,1.4%,-3.1%,i,0.3,-11.3%,-28.9%,-3.1%,3.8%
COc1ccccc1N1CCN(C(CNS(=O)(=O)c2ccc(C)cc2)c2cccnc2)CC1 (stereo not drawn),-6.1%,-5.3%,1.3%,0.5%,i,0.4,6.5%,-5.4%,8.2%,-4.8%
COc1ccccc1N1CCN(C(=O)CSc2nnc(NC(=O)C3CCC3)s2)CC1,-3.0%,9.4%,1.6%,-0.7%,i,0.7,5.8%,4.9%,10.9%,-4.9%
O=C(NN1C(=O)/C(=C/c2cccs2)SC1=S)c1ccccc1,-20.0%,-5.7%,-0.5%,5.9%,i,0.9,16.0%,-11.3%,-2.8%,-2.5%
CN(C)S(=O)(=O)c1cccc(C(=O)Nc2ccc(Cl)cn2)c1,-42.8%,1.9%,-0.1%,-0.8%,i,2.1,-28.7%,2.2%,-4.4%,-4.9%
COc1ccc(C2C(C#N)=C(N)Oc3cc(O)ccc32)cc1Cl (stereo not drawn),23.8%,-3.9%,0.4%,-3.1%,i,0.8,30.4%,-26.5%[20 µM],4.3%,-6.7%
O=C(O)c1ccccc1-c1ccccc1C(=O)Nc1ccc(OC(F)(F)F)cc1,-40.9%,-6.4%,4.8%,1.0%,i,0.7,-5.0%,13.7%[20 µM],0.7%,-10.5%
CC(O)c1nc2ccccc2n1CC(=O)N1CCN(c2ccccc2)CC1 (stereo not drawn),-27.8%,x,0.4%,-0.1%,u,x,7.5%,x,10.6%,-7.4%
CSC1=Nc2sc3c(c2C2=NCCN12)CCCC3,-0.7%,-1.8%,-2.7%,-2.5%,x,x,-29.9%,4.7%,x,-9.1%
COc1cc(/C=N/NC(=O)c2cc(C)oc2C)ccc1O,-33.1%,-3.9%,-1.6%,3.7%,i,0.7,-7.5%,-9.0%,-2.0%,-0.7%
O=C(c1ccccc1)N1CCCC(C(=O)N2CCc3ccccc3C2)C1 (stereo not drawn),-1.5%,-1.9%,-0.3%,1.4%,i,1.7,10.3%,11.4%,10.3%,-8.6%
CCOC(=O)N1CCC(N2C(=O)c3ccc(C(=O)Nc4cccc(OC)c4)cc3C2=O)CC1,-10.8%,-1.6%,1.9%,4.2%,i,0.0,20.6%,-36.3%,-5.3%,-8.4%
CC1CC(C)CN(C(=O)c2ccc(NC(=O)c3ccc(=O)[nH]c3)cc2)C1 (stereo not drawn),-15.3%,1.3%,-1.2%,-4.3%,i,2.3,3.5%,-55.3%,-1.4%,-2.2%
Cc1cccc(C)c1N/C=C/c1onc(C)c1[N+](=O)[O-],-14.4%,2.7%,2.6%,-2.4%,i,0.4,-7.3%,-14.5%,19.8%,7.4%
O=C(c1cc2ccccc2o1)N1CCN(Cc2ccccc2)CC1,-36.0%,-0.8%,-0.4%,6.5%,x,x,12.5%,7.4%,-1.8%,-4.3%
CCn1c(SCC(=O)Nc2ccccc2C(=O)OC)nnc1-c1ccc(N)cc1,12.6%,1.3%,-2.0%,0.3%,i,0.4,13.2%,-14.0%,-3.7%,-6.0%
CC(C)(C)NC(=O)c1cccnc1Sc1ccccc1,-11.9%,-3.1%,0.1%,-1.1%,i,0.3,1.5%,-17.3%,5.2%,-4.3%
N/C(Cc1cccs1)=N\OC(=O)COc1ccccc1Cl,-42.0%,4.2%,-1.0%,1.8%,i,0.6,-30.5%,-30.7%,4.2%,-8.5%
O=C(NCc1ccccc1)Nc1cccn(Cc2ccc(F)cc2)c1=O,-3.2%,0.7%,0.7%,-3.4%,i,0.8,16.3%,-14.0%,-3.3%,-8.2%
COc1ccccc1C(=O)C1CCCN(C(=O)Nc2ccccc2F)C1 (stereo not drawn),-35.5%,-1.4%,1.2%,1.2%,i,0.4,-31.4%,3.5%,-1.9%,-8.7%
O=C(Nc1ccc(-c2nc3ccccc3s2)cc1)c1cc(-n2cnnc2)ccc1Cl,19.5%,7.4%,0.6%,-4.4%,i,3.5,43.5%,-68.3%,7.6%,-3.2%
N=c1n(CCN2CCOCC2)c2ccccc2n1CC(=O)c1cccc([N+](=O)[O-])c1,16.4%,x,1.1%,-3.1%,i,0.4,-3.0%,x,-3.4%,-7.9%
Cc1ccnc(NC(=O)CCc2c(C)nc3ncnn3c2C)c1,9.4%,-0.2%,0.4%,-2.2%,i,1.2,16.5%,14.3%,-1.5%,-5.0%
CCCCCCNCc1c(F)cccc1Cl,-30.3%,3.9%,-1.3%,0.3%,i,0.3,4.6%,-22.5%,-5.3%,-4.0%
CC(C)(C)NC(=O)c1cnn2c1NC(c1ccc(F)cc1)CC2C(F)(F)F (stereo not drawn),-3.2%,-10.0%,0.3%,1.9%,i,1.6,-8.1%,17.9%,0.2%,-2.2%

# The list is partial; the hit share may differ from the screen's.
